P. falciparum M17LAP: P. falciparum M17LAP inhibitors, primary screen, biochemical, fluorogenic H-Leu-NHMec substrate, 1536-well (AID 1619); recombinant M17LAP, H-Leu-NHMec fluorogenic kinetic assay; higher % means a stronger effect; inhibition, % at 30 µM; hits with a dose series show IC50 in µM; hit rate 0.38% among 220,000;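 active means compound inhibiting the enzyme by more than half at any dose during confirmatory dose-response retesting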;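 further: plate controls were full reaction with DMSO carrier for no effect and no enzyme background for full effect; strong numbers were not always called active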
human PMI inhibitors: MPI inhibition at elevated mannose 6-phosphate – biochemical, fluorescence intensity, high mannose 6-phosphate, primary screen (AID 1220). recombinant PMI enzyme, coupled fluorescence intensity; higher % means a stronger effect. one-dose inhibition, % at 20 µM; IC50 in µM for titrated hits. hit rate 0.66% among 190,000
XIAP displacement: small molecules displacing peptide from XIAP – biochemical, IAP family, fluorescence polarization (AID 1018); XIAP BIR domain, fluorescence polarization peptide displacement; higher % means a stronger effect; hit rate 0.007% among 200,000; displacement, % at 20 µM; hits with a dose series show IC50 in µM; in the data active means displacement above about 50%; further: a part of the inactive calls stands beside numbers as strong as those of hits
TNAP activators: stimulation of alkaline phosphatase TNAP activity – biochemical, luminescent, no phosphate acceptor, uHTS, primary screen (AID 1001). purified TNAP, luminescent activation assay, no phosphate acceptor; higher activation fold means a stronger effect. activation fold at 20 µM, or EC50 in µM where a hit was titrated. hit rate 0.03% among 200,000; in the data active means activation fold from about 3, or a potency from the dose series; inactive means the rest, 99 in 100 with activation fold below about 1.6; further: many of its hits are not listed in these tables
LYP phosphatase: inhibitors of LYP phosphatase, biochemical, fluorescence intensity, uHTS (AID 1779); recombinant LYP phosphatase, fluorescence intensity; higher % means a stronger effect; inhibition, % at 11.5 µM, or IC50 in µM where a hit was titrated; hit rate 0.054% among 290,000;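 further: plate controls were vehicle with enzyme for no effect and no enzyme for full effect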
CSM14.1 death rescue: rescue of cells from ER stress-induced death, primary screen, 384-well, CSM14.1, thapsigargin, ATP luminescence (AID 1222). CSM14.1 thapsigargin-induced death rescue, ATP luminescence; higher % means a stronger effect. cellular ATP content (survival), % at 20 µM, or EC50 in µM where a hit was titrated. 190,000 tested, under 10 active;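 active means EC50 below 50 µM in the dose-response confirmation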;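 further: death triggered by thapsigargin at about 15 µM added after 2 h compound pretreatment; cell ATP read after overnight thapsigargin exposure of roughly 18 to 22 hours; normalized against plate controls of thapsigargin alone and 5% DMSO vehicle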
M1AAP inhibition: malaria alanyl aminopeptidase activity blockers – biochemical, fluorogenic H-Leu-NHMec substrate, 1536-well (AID 1445) | recombinant M1AAP, H-Leu-NHMec fluorogenic kinetic assay; higher % means a stronger effect | inhibition, % at 30 µM, or IC50 in µM where a hit was titrated | hit rate 0.42% among 220,000;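 active means primary inhibition above the hit cutoff, then over 50% inhibition at one or more dose response concentrations, cut at about 23% in these data, passing the limit was not always enough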;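 further: plate controls were DMSO full reaction for no effect and no enzyme background for full effect; strong numbers were not always called active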
Myeloid diff MLP: compounds promoting myeloid differentiation. ER-HoxA9 myeloid progenitors, lysozyme-GFP differentiation, flow cytometry. calls only at 10 µM. hit rate 1% among 360,000;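 active means normalized GFP-positive differentiation at or above the plate's own cutoff, the solvent-only control mean plus 3 SD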;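 further: cells exposed to compound for four days before flow analysis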
human PMI inhibition: inhibitors of human PMI, primary screen, biochemical, fluorescence intensity, coupled assay (AID 1209) | purified PMI enzyme, coupled fluorescence intensity; higher % means a stronger effect | hit rate 0.42% among 190,000 | inhibition, % at 20 µM, or IC50 in µM where a hit was titrated;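 further: plate controls were DMSO vehicle for no effect and wells lacking substrate for full effect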
Myeloid diff MLP GFP+ MAC1+ %: also measured in Myeloid diff MLP; calls as there; GFP+ MAC1+ double positive, %; measured here: differentiation confirmed by MAC1 staining
Starred values were filed as active, the others as inactive; i = inactive; / = not tested or not shown. Unless noted, no stated cut-off is given here; in the data, active means inhibition above about 50%; inactive means the rest.

SMILES	P. falciparum M17LAP	human PMI inhibitors	XIAP displacement	TNAP activators	LYP phosphatase	CSM14.1 death rescue	M1AAP inhibition	Myeloid diff MLP	Myeloid diff MLP GFP+ MAC1+ %	human PMI inhibition
COc1ccc(-n2c(Cc3cc(=O)[nH]c(=O)[nH]3)nnc2SCC(=O)N2CCCC2)cc1	11.0%	7.0%	-2.3%	1.2	-7.6%	-1.3%	17.8%	i	2.0	2.0%
O=C(CNC(=O)c1ccc(-c2ccccc2)cc1)OCc1c(Cl)cccc1Cl	-6.8%	-2.5%	-3.0%	1	-2.6%	-2.2%	-2.7%	i	0.9	-0.3%
CC(C)S(=O)(=O)c1csc(NC(=O)Nc2cc(Cl)ccc2Cl)c1Cl	-2.5%	/	/	/	-0.8%	/	-1.0%	i	0.6	/
CC(CN1C(C)CCCC1C)OC(=O)c1ccc(Cl)cc1 (stereo not drawn)	7.3%	-14.6%	-4.3%	1	-6.9%	-0.7%	5.4%	i	1.3	-27.4%
CCN(c1nc(C)cc(OC)n1)S(=O)(=O)c1ccccc1	-4.8%	15.7%	-1.7%	1	-2.1%	1.1%	9.6%	i	2.4	18.0%
O=c1cc(N2CCCCC2)c(-c2ccccc2)nn1Cc1ccc(Cl)cc1Cl	-0.7%	-3.5%	-7.9%	1	4.9%	4.5%	-10.8%	i	0.2	-0.2%
CCOc1ccc(C(=O)O/N=C(\N)c2ccc([N+](=O)[O-])cc2)cc1OCC	7.0%	0.9%	-3.8%	1	-6.0%	2.5%	-5.4%	i	0.4	8.9%
CC(C)C(=O)Nc1ccc(C(=O)NNC(=O)c2ccco2)cc1	-0.8%	-7.9%	-0.8%	1	1.3%	-1.9%	-1.5%	i	0.7	0.5%
COc1ccccc1CN1CCSCC1	10.2%	-3.7%	-7.0%	1.1	-3.6%	-2.2%	6.3%	i	4.4	2.2%
Cc1ccc(NC(=O)CCNS(=O)(=O)c2cccc3nonc23)cc1Cl	-1.5%	5.6%	-1.3%	1.1	-3.6%	-1.5%	-1.2%	i	0.1	4.0%
CCN(CC)S(=O)(=O)c1ccc(C)c(NS(=O)(=O)c2cc(/C=C/C(=O)O)cc(OC)c2OC)c1	3.5%	-12.4%	-3.5%	1.1	-4.5%	-1.2%	5.4%	i	0.6	-24.2%
COc1ccc2c(c1)CCc1c(C(=O)N3CCCc4ccccc43)noc1-2	5.0%	28.6%	-5.4%	1.2	6.0%	-1.5%	18.4%	i	5.6	26.9%
Cc1ccc(NC(=O)c2nc[nH]c2C(=O)N[C@@H](C)c2ccccc2)cc1	-0.4%	19.1%	-2.5%	1.1	3.5%	10.1%	-13.1%	i	2.5	24.7%
CCOc1cc2c(cc1/C=C(/C#N)c1ccc(C(=O)O)cc1)OCO2	25.3%	-8.3%	-7.1%	0.9	6.6%	0.2%	8.0%	i	0.1	-18.8%
CC1CCOC2(O1)C(=O)Nc1ccccc12 (stereo not drawn)	16.8%	-5.2%	-1.4%	1	-3.4%	2.3%	3.9%	i	0.4	-9.2%
C(=C\c1ccccc1)/CN1CCN(C(c2ccccc2)c2ccccc2)CC1	-4.2%	2.8%	-18.4%	1.1	-0.7%	-0.2%	15.9%	i	1.8	3.4%
COc1ccc(-n2c(CCc3ccccc3)nnc2SCC(=O)c2ccc(Cl)cc2)cc1	13.3%	4.8%	-6.1%	1	2.4%	1.5%	4.4%	i	0.3	15.9%
CC(=O)c1ccc(OCC(O)CN2CCN(CCN3C(=O)c4cccc5cccc(c45)C3=O)CC2)cc1 (stereo not drawn)	7.9%	-16.2%	-2.2%	1	4.8%	0.2%	7.0%	i	1.1	-23.5%
CC(C)(C)n1nc2c(c1NC(=O)c1ccc(Br)o1)CS(=O)C2 (stereo not drawn)	0.7%	0.6%	-3.0%	1.4	-4.0%	-0.9%	-1.8%	i	0.7	1.8%
COc1ccccc1N(CC(=O)NCCSc1ccc(Cl)cc1)S(C)(=O)=O	-0.9%	-2.0%	-5.9%	1	-4.9%	-0.1%	-0.7%	i	0.2	5.3%
O=C(CSCc1cccc(F)c1)N1CCN(c2ccccc2)CC1	13.2%	14.3%	-1.2%	1.1	-1.6%	/	3.8%	i	5.2	15.8%
CSc1nc(N)nc(SCCS(=O)(=O)c2ccc(Cl)cc2)c1C#N	14.1%	15.2%	-11.5%	1	-3.9%	-0.5%	15.6%	i	4.7	12.7%
CO/N=C(/CS(=O)(=O)c1ccc(C)cc1)c1ccc(OC)cc1	4.9%	15.5%	-9.6%	1	-3.2%	2.1%	-5.8%	i	0.9	19.8%
COC(=O)c1c(NC(=O)CSc2nnc(CNc3ccc(Cl)cc3)o2)sc(C)c1C	19.5%	10.9%	-4.5%	1	6.6%	0.5%	22.9%	i	1.2	13.8%
COc1ccc(S(=O)(=O)N(C)C)cc1NC(=O)CSc1nnc(-c2cccnc2)o1	-3.8%	10.4%	-2.9%	1.2	-6.2%	-1.2%	3.8%	i	0.3	15.7%
COc1ccc2nc(N3C(=O)CC(Cc4ccc(Cl)cc4)C3=O)sc2c1 (stereo not drawn)	45.6%	13.1%	-5.4%	1.1	-6.0%	-1.8%	3.2%	i	1.0	12.3%
COc1ccc(/C=C2\SC(=O)N(CCNC(=O)Cc3coc4cc(OC)ccc34)C2=O)cc1	-10.0%	7.7%	-17.6%	1	6.3%	0.6%	0.0%	i	0.5	0.9%
Cc1ccc(C)c(Sc2ccc(NC(=O)CCl)cc2)c1	7.8%	7.0%	-7.3%	1	-3.4%	-1.3%	11.7%	/	/	17.1%
Cc1ccc(S(=O)(=O)Nc2ccc(NC(=O)c3c(F)c(F)c(F)c(F)c3F)cc2)cc1	-2.5%	15.7%	-0.3%	1.1	6.2%	-2.4%	4.2%	i	0.1	14.8%
Cc1ccccc1-c1nc2ccccc2[nH]1	-9.8%	6.5%	-1.8%	1.1	-6.0%	-2.8%	5.8%	i	0.7	11.2%
CC(CCc1ccccc1)NC(=O)CN1CCN(c2ccc(O)cc2)CC1 (stereo not drawn)	19.2%	65.2%*	-1.1%	1.1	-9.6%	-0.3%	17.2%	i	0.0	42.1%
CCCCNC(=O)Cn1cnc2ccc(S(=O)(=O)N3CCC(C)CC3)cc2c1=O	-1.9%	-5.8%	-8.8%	1.1	-3.5%	-2.5%	6.7%	i	0.6	-6.6%
Cc1c(S(=O)(=O)N2CCOCC2)c(=O)n(C)c(=O)n1C	1.5%	-2.1%	-6.4%	1	-9.6%	-2.7%	-0.9%	i	2.3	1.6%
O=C(Nc1ccc(Cl)cc1)c1ccc2nsnc2c1	2.3%	-0.7%	-9.4%	1.1	-1.6%	-1.1%	1.2%	i	0.9	-5.3%
CC(=O)Nc1cccc(-n2nnc(SCC(=O)c3ccccc3)n2)c1	-0.7%	/	/	/	-4.0%	/	4.4%	i	0.5	/
Cc1nn(C)cc1NC(=O)CC12CC3CC(CC(C3)C1)C2	13.7%	17.6%	-3.6%	1.1	-7.2%	5.6%	0.8%	i	0.4	-4.1%
Cc1cc(C)n(-c2ccc(C(=O)OCC(=O)Nc3ccc(S(=O)(=O)N4CCOCC4)cc3)cc2)n1	6.2%	6.5%	-1.5%	1.2	-9.3%	3.8%	-7.5%	i	1.1	0.1%
O=C1C(Nc2ccccc2)=C(NS(=O)(=O)c2ccccc2)C(=O)c2ccccc21	7.0%	34.5%	-2.5%	1	-7.3%	6.3%	2.7%	i	0.4	-18.8%
CC(C)CCn1c(Sc2nc3ccccc3s2)nc2c1c(=O)[nH]c(=O)n2C	11.2%	4.5%	-1.6%	1	-0.5%	1.5%	-7.1%	i	0.7	5.8%
Cc1cccc(NC(=O)C(c2cccc([N+](=O)[O-])c2)N2CCCCC2)c1 (stereo not drawn)	-6.6%	12.7%	-7.6%	1.1	-2.1%	2.3%	3.0%	i	0.9	13.9%
CN(CCC(=O)Nc1ccc(Br)cc1)Cc1ccccc1	0.4%	7.0%	1.5%	1.1	2.9%	-3.2%	-0.1%	i	1.0	15.6%
COc1ccccc1N=Cc1c(O)c2ccccc2oc1=O	13.2%	-4.3%	-7.2%	0.9	-3.1%	-2.3%	-2.5%	i	0.3	-4.2%
CCC(=O)Nc1nnc(-c2ccc(Cl)s2)o1	-0.8%	-1.4%	-2.9%	1	3.2%	-0.7%	4.4%	i	0.0	-1.8%
C[C@@H]1C(=O)O[C@@H]2CC34[C@H]5C[C@@H](C(C)(C)C)C36[C@H](OC(=O)[C@@H]6O)OC4(C(=O)O5)[C@@]12O (stereo partly drawn)	12.0%	-2.0%	-4.3%	1.1	-3.5%	3.8%	9.2%	i	0.7	-3.9%
O=C(O)c1ccc(-n2c(O)c(C=C3N=c4ccccc4=N3)sc2=S)cc1	10.5%	/	/	/	3.4%	/	15.0%	i	0.0	/
Cc1cc(C)cc(NC(=S)N(CCN(C)C)C(C)c2cccnc2)c1 (stereo not drawn)	4.0%	-6.2%	-3.1%	1	-8.5%	-1.0%	3.2%	i	1.0	-9.5%
C/C(CC(=O)Nc1ccc(C)c(Cl)c1)=N\NC(=O)c1ccncc1	3.1%	-20.6%	-8.6%	1.5	-5.4%	/	6.2%	i	0.5	-32.8%
O=C(CSc1nnc(-c2ccc(OC(F)F)cc2)o1)N1CCOCC1	4.3%	-7.9%	-4.2%	1.1	-8.4%	-0.1%	11.8%	i	1.2	-4.5%

For convenience, part of the list above.
SMILES	P. falciparum M17LAP	human PMI inhibitors	XIAP displacement	TNAP activators	LYP phosphatase	CSM14.1 death rescue	M1AAP inhibition	Myeloid diff MLP	Myeloid diff MLP GFP+ MAC1+ %	human PMI inhibition
COc1ccccc1N=Cc1c(O)c2ccccc2oc1=O	13.2%	-4.3%	-7.2%	0.9	-3.1%	-2.3%	-2.5%	i	0.3	-4.2%
CCC(=O)Nc1nnc(-c2ccc(Cl)s2)o1	-0.8%	-1.4%	-2.9%	1	3.2%	-0.7%	4.4%	i	0.0	-1.8%
C[C@@H]1C(=O)O[C@@H]2CC34[C@H]5C[C@@H](C(C)(C)C)C36[C@H](OC(=O)[C@@H]6O)OC4(C(=O)O5)[C@@]12O (stereo partly drawn)	12.0%	-2.0%	-4.3%	1.1	-3.5%	3.8%	9.2%	i	0.7	-3.9%
O=C(O)c1ccc(-n2c(O)c(C=C3N=c4ccccc4=N3)sc2=S)cc1	10.5%	/	/	/	3.4%	/	15.0%	i	0.0	/
Cc1cc(C)cc(NC(=S)N(CCN(C)C)C(C)c2cccnc2)c1 (stereo not drawn)	4.0%	-6.2%	-3.1%	1	-8.5%	-1.0%	3.2%	i	1.0	-9.5%
C/C(CC(=O)Nc1ccc(C)c(Cl)c1)=N\NC(=O)c1ccncc1	3.1%	-20.6%	-8.6%	1.5	-5.4%	/	6.2%	i	0.5	-32.8%
O=C(CSc1nnc(-c2ccc(OC(F)F)cc2)o1)N1CCOCC1	4.3%	-7.9%	-4.2%	1.1	-8.4%	-0.1%	11.8%	i	1.2	-4.5%

Screens (PubChem)
